Screening data as filed in PubChem BioAssay.
Dengue-2 NS5 capping = Dengue-2 NS5 methyltransferase inhibitors, primary screen, biochemical, confirmation dose response (AID 588689). Dengue-2 NS5 methyltransferase capping enzyme assay, biochemical; higher % means a stronger effect. inhibition, % at 25 µM; hits with a dose series show IC50 in µM. 0.3% of 340,000 active; in the data active = a potency from the dose series
MgcRacGAP inhibition = MgcRacGAP GTPase-activating activity inhibitors, confirmation, biochemical, ADP Hunter fluorescence; Rac GTPase-activating protein 1 (Homo sapiens); MgcRacGAP-stimulated Rac1 GTP hydrolysis, ADP Hunter fluorescence; higher % means a stronger effect; GST-tagged Rac1 F28L mutant substrate; one-dose inhibition, % at 30 µM; IC50 in µM for titrated hits; 0.6% of 340,000 active;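 active = first-screen hits whose inhibition reached a set limit at any dose in the follow-up dose series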;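 note: fluorescence reports GDP produced by GAP-driven GTP hydrolysis; strong numbers were not always called active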
K1F lysis inhibition = inhibition of K1F phage lysis, E. coli UTI89, bacterial capsule biogenesis inhibitors, alamar blue (AID 488966); E. coli UTI89 K1F phage lysis, alamar blue, 2 h; higher % means a stronger effect; inhibition, % at 100 µM; hits with a dose series show IC50 in µM; 0.02% of 340,000 active;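 active = phage lysis inhibition, versus mean bacterial control, above a set limit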;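 note: capsule biogenesis inhibitors block K1F phage lysis so surviving cells raise fluorescence; higher fluorescence means more inhibition of phage lysis; actives were called in the ten point dose series up to 300 µM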
Dengue-2 NS5 capping pilot replicate = recorded beside Dengue-2 NS5 capping, whose call it bears; inhibition, %; measured here: pilot screen replicate inhibition
Active calls of the source: *; [ ] = remark or other dose.

SMILES | Dengue-2 NS5 capping | MgcRacGAP inhibition | K1F lysis inhibition | others
COc1ccc(-c2nn(-c3ccccc3)cc2C(=O)N(C)CC(=O)Nc2ccccc2Br)cc1 | 3% | 5% | -0.3%[50 µM]
CCC(C)Cn1cnc2c(SCc3ccccc3F)nc(N)nc21 (stereo not given) | -10% | 0% | -1.4%
COc1ccc2[nH]c3c(c2c1)CCN1C(=O)C(CC(=O)NC/C=C(\C)CCC=C(C)C)C[C@H](C(=O)N2CCOCC2)[C@@]31CCC1CCCC1 (stereo not given in full) | -3% | -8% | 0.3% | Dengue-2 NS5 capping pilot replicate=-1.2
CC1CCCC(=NNC(=O)C2COc3ccccc3O2)C1 (stereo not given) | -8% | 2% | 0.7%[50 µM]
O=C1Nc2c(Cl)cc(Cl)cc2C1=O | -16% | 4% | -3.5%
CCOC(=O)C1=CN(Cc2cccc(F)c2)S(=O)(=O)N(C)C1c1ccc2ccccc2c1 (stereo not given) | -3% | 6% | 0.2% | Dengue-2 NS5 capping pilot replicate=4.2
COc1ccc(NC(=O)Nc2ccc3c(c2)C(=O)N([C@H](C)CO)C[C@H](C)[C@@H](CN(C)C(=O)NC(C)C)O3)cc1 | -12% | 4% | 1.2%
CC(NC(=O)c1ccc(C(=O)c2ccccc2)cc1)c1ccc(S(N)(=O)=O)cc1 (stereo not given) | 3% | 5% | -0.8%[50 µM]
CC[C@@]1(C(=O)OC)N[C@H](CN(C)C(=O)Nc2ccc(C)cc2)[C@@H]2C(=O)N(C)C(=O)[C@@H]21 | -1% | 8% | 0.3% | Dengue-2 NS5 capping pilot replicate=4.2
c1cncc(CNc2ncnc3ccc(-c4ccc5c(c4)OCO5)cc23)c1 | -12% | 8% | 0.6%
CCN(CC(=O)Nc1cccc(OC)c1)CC(=O)Nc1cccc2ccccc12 | 1% | 0% | -0.3%[50 µM]
O=C(NCC1CCCO1)c1cccc(S(=O)(=O)N2CCCCC2)c1 (stereo not given) | -1% | 5% | 1.7%[50 µM]
O=c1c2ccccc2oc2c1ccc1ccccc12 | -8% | -2% | 0.1% | Dengue-2 NS5 capping pilot replicate=3.9
CCCNC1(C(N)=O)CCN(Cc2ccccc2)CC1 | 2% | 3% | -1.7%
Cc1ccc(S(=O)(=O)N2CCN(Cc3cc(=O)n4ccccc4n3)CC2)cc1C | -8% | -6% | -0.2%[50 µM]
O=C1[C@H](Cc2ccccc2)NCC=CC[C@H](c2ccc(Cl)cc2)N1Cc1ccccc1 | -6% | 2% | -1.6%
CCN1CCC(O)(C(C(=O)OC)c2ccccc2)CC1 (stereo not given) | -4% | 3% | -1.4%
Cc1ccc([C@H]2C(C(=O)O)=CC[C@@H](c3ccc4c(c3)OCO4)N2S(=O)(=O)c2ccc(C)cc2)cc1 | 10% | -4% | -0.2%
CC(C)C[C@H]1CNC(=O)C(=O)N1CC1CCN(CCC(C)(C)C)CC1 | 3% | 6% | 0.2% | Dengue-2 NS5 capping pilot replicate=0.0
C[C@@H]1CN([C@@H](C)CO)C(=O)c2cc(NS(=O)(=O)c3cccs3)ccc2O[C@H]1CN(C)Cc1ccc(C(F)(F)F)cc1 | -8% | 6% | 3.2%
S=C(NCc1ccccn1)NN=Cc1ccccn1 | -14% | 3% | 2.4%
CC(NCC(=O)Nc1ccccc1C(=O)NC1CC1)c1cccs1 (stereo not given) | 3% | 0% | 1.5%
CCOC(=O)C(CO)NC(=O)C1(NC(C)=O)CCCC1 (stereo not given) | -2% | -1% | -1.1%
O=C(CCl)Nc1ncc(S(=O)(=O)c2ccc([N+](=O)[O-])cc2)s1 | 1% | 6% | -4.0%
CC(=O)Nc1ccc(S(=O)(=O)N(C)CC(=O)NNc2c(F)c(F)cc(F)c2F)cc1 | 0% | 2% | 0.7%[50 µM]

Reprinted from the listing for reference:
SMILES | Dengue-2 NS5 capping | MgcRacGAP inhibition | K1F lysis inhibition | others
CC[C@@]1(C(=O)OC)N[C@H](CN(C)C(=O)Nc2ccc(C)cc2)[C@@H]2C(=O)N(C)C(=O)[C@@H]21 | -1% | 8% | 0.3% | Dengue-2 NS5 capping pilot replicate=4.2
c1cncc(CNc2ncnc3ccc(-c4ccc5c(c4)OCO5)cc23)c1 | -12% | 8% | 0.6%
CCN(CC(=O)Nc1cccc(OC)c1)CC(=O)Nc1cccc2ccccc12 | 1% | 0% | -0.3%[50 µM]
O=C(NCC1CCCO1)c1cccc(S(=O)(=O)N2CCCCC2)c1 (stereo not given) | -1% | 5% | 1.7%[50 µM]
O=c1c2ccccc2oc2c1ccc1ccccc12 | -8% | -2% | 0.1% | Dengue-2 NS5 capping pilot replicate=3.9
CCCNC1(C(N)=O)CCN(Cc2ccccc2)CC1 | 2% | 3% | -1.7%
Cc1ccc(S(=O)(=O)N2CCN(Cc3cc(=O)n4ccccc4n3)CC2)cc1C | -8% | -6% | -0.2%[50 µM]
O=C1[C@H](Cc2ccccc2)NCC=CC[C@H](c2ccc(Cl)cc2)N1Cc1ccccc1 | -6% | 2% | -1.6%
CCN1CCC(O)(C(C(=O)OC)c2ccccc2)CC1 (stereo not given) | -4% | 3% | -1.4%
Cc1ccc([C@H]2C(C(=O)O)=CC[C@@H](c3ccc4c(c3)OCO4)N2S(=O)(=O)c2ccc(C)cc2)cc1 | 10% | -4% | -0.2%
CC(C)C[C@H]1CNC(=O)C(=O)N1CC1CCN(CCC(C)(C)C)CC1 | 3% | 6% | 0.2% | Dengue-2 NS5 capping pilot replicate=0.0
C[C@@H]1CN([C@@H](C)CO)C(=O)c2cc(NS(=O)(=O)c3cccs3)ccc2O[C@H]1CN(C)Cc1ccc(C(F)(F)F)cc1 | -8% | 6% | 3.2%
S=C(NCc1ccccn1)NN=Cc1ccccn1 | -14% | 3% | 2.4%
CC(NCC(=O)Nc1ccccc1C(=O)NC1CC1)c1cccs1 (stereo not given) | 3% | 0% | 1.5%

More structures:
SMILES | Dengue-2 NS5 capping | MgcRacGAP inhibition | K1F lysis inhibition | others
COc1ccccc1C=C1SC(=S)NC1=O | 9% | 11% | -1.4%
Cn1nc(C(=O)NNC(=O)c2ccccc2F)c2ccccc2c1=O | -1% | 1% | 0.5%[50 µM]
CCN(C(=O)COC(=O)c1ccc2c(c1)OCO2)c1ccccc1 | -3% | 0% | 3.0%
Cc1ccc(NC(=O)CN(C)C(=O)c2cc(-c3ccccc3)nn2-c2ccccc2)cc1 | -1% | 8% | 0.3%[50 µM]
NS(=O)(=O)c1cc(C(=O)NNC(=O)c2ccc3c(c2)OCO3)ccc1Cl | 11% | 9% | 2.1%
O=C(c1cccc(S(=O)(=O)N2CCN(c3ccc(F)cc3)CC2)c1)N1CCCC1 | -7% | 2% | -0.9%
CC(C)(C)S(=O)(=O)N1Cc2cc(=O)n(Cc3ccccc3)c(CCO)c2[C@H]1CCO | -5% | 7% | 0.2% | Dengue-2 NS5 capping pilot replicate=-1.2
Cc1ccc(NS(=O)(=O)c2ccc(C(=O)NC3CCN(Cc4ccccc4)CC3)cc2)cc1 | 5% | 2% | 0.4%
C=CC[C@@H](CC(=O)N(CCO)Cc1ccccc1)C(=O)N[C@H](COC(=O)[C@@H](CC=C)CC(=O)OC(C)(C)C)C(C)(C)C | -13% | 7% | -3.5%
Nc1c(Cl)cc(N=Nc2ccccc2)cc1Cl | 0% | 5% | -1.2%
Cc1ccc(NC(=S)N2CCC(C(=O)c3ccc(F)cc3)CC2)cc1C | -12% | 14% | 0.4% | Dengue-2 NS5 capping pilot replicate=-4.0
CC(=O)CC[N+](C)(C)C | -11% | 2% | -5.9%
O=C(Cn1cnc2ccccc21)OCC(=O)N1CCCCC1 | 3% | -2% | 0.3%
CC(C)(C)OC(=O)N(CCc1ccccc1)Cc1ccc(OCc2cccc(NC(=O)C3CCC3)c2)cc1 | -3% | 6% | 0.9%
CCCCNc1c(-c2ccc(SC(C)CC)cc2)nc2cnccn12 (stereo not given) | 2% | 0% | -1.1%
COc1cc(C(=O)OCC(=O)N2CCNC2=O)cc(Cl)c1OC | -4% | 3% | 1.9%[50 µM]
COc1ccc(/C=C/C(=O)N(C)C2CCS(=O)(=O)C2)cc1 (stereo not given) | -4% | 2% | 1.5%[50 µM]
N=c1c(S(=O)(=O)c2ccc(Br)cc2)cc2c(=O)n3ccccc3nc2n1CCN1CCOCC1 | -13% | 7% | 0.1%
F[B-](F)(F)c1cnc2ccccc2c1 | -1% | 7% | 0.0%
O=C1CN(C(=O)COC(=O)c2ccc(Cl)cc2)c2ccccc2N1 | -10% | 8% | 3.0%[50 µM]
CC1CN(C2CCCCC2)C(=S)NC1=O (stereo not given) | -4% | 4% | -0.8%
COc1ccc(S(=O)(=O)N2CCc3ccccc32)cc1C(=O)Nc1cc(S(C)(=O)=O)ccc1Cl | -10% | 9% | 0.5%[50 µM]
Nn1c(SCC(=O)NCCC2=CCCCC2)nnc1-c1cccnc1 | -4% | 9% | 0.9%[50 µM]
Cc1ccc(S(=O)(=O)N2CCCCC2)cc1NC(=O)CSc1nc(N)cc(=O)[nH]1 | 4% | 5% | 0.6%[50 µM]
Cc1cnc(C(=O)OCc2nc3ccccc3o2)cn1 | -2% | -2% | 0.9%[50 µM]
SMILES | Dengue-2 NS5 capping | MgcRacGAP inhibition | K1F lysis inhibition | others
NNC(=O)CC1=NNC(=O)C1 | 5% | -1% | -3.3%
C=CC[C@H](CC(=O)N(CCO)Cc1ccccc1)C(=O)N[C@@H](C)COC(=O)[C@H](CC=C)CC(=O)OC(C)(C)C | 2% | 11% | 0.2%
COc1ccc(S(=O)(=O)Nc2ccc3c(c2)C(=O)N([C@H](C)CO)C[C@H](C)[C@@H](CN(C)S(C)(=O)=O)O3)cc1 | -1% | 7% | 0.2% | Dengue-2 NS5 capping pilot replicate=-3.9
O=C(CSc1n[nH]c(=O)n1Cc1ccccc1)Nc1ccc(N2CCOCC2)cc1 | -11% | 9% | 0.6%[50 µM]
CCOC(=O)C1=NS(=O)(=O)NC(C)=C1 | 3% | 14% | 0.3% | Dengue-2 NS5 capping pilot replicate=2.4
CCOc1ncccc1C(=O)OC(C)C(=O)Nc1ccc(N2CCOCC2)cc1 (stereo not given) | 1% | 4% | 1.5%[50 µM]
CCOC(=O)[C@@H](C)N(C(=O)OC(C)(C)C)S(=O)(=O)N(Cc1ccccc1)[C@H](C(=O)OC)C(C)C | 3% | 2% | 0.6%
CCOC(=O)c1c(NC(=O)COC(=O)c2cnccn2)sc(C)c1C | 6% | 5% | 1.1%[50 µM]
COc1ccc(Cl)cc1C=CC=NNC(=O)c1ccncc1 | 4% | -8% | 0.9%
COc1ccc(OCCC(=O)Nc2cc3c(cc2C(=O)O)OCCCO3)cc1 | -3% | 8% | 0.9%[50 µM]
O=C(COC(=O)COc1ccc(Cl)cc1)NC1CCCCCC1 | 9% | 4% | 1.0%[50 µM]
C[C@H](CO)N1C[C@H](C)[C@@H](CN(C)S(=O)(=O)c2cccs2)Oc2ccc(NC(=O)Cn3cnnn3)cc2C1=O | -6% | 4% | 0.1% | Dengue-2 NS5 capping pilot replicate=-0.6
COC(=O)c1ccccc1NC(=O)COC(=O)Cc1ccc(S(=O)(=O)N2CCOCC2)s1 | -7% | 6% | 0.8%[50 µM]
NC[C@H](Cc1ccccc1)NCCc1cc(C(F)(F)F)cc(C(F)(F)F)c1 | -6% | 4% | -4.3%
O=C(CC1SC(N2CCCCC2)=NC1=O)Nc1cccc(C(=O)NCc2ccccc2)c1 (stereo not given) | 2% | 5% | 0.5%
O=S(=O)(Nc1ccc2cn[nH]c2c1)c1cc(Br)ccc1Br | -13% | 2% | 2.8%
N#CC(=Nc1ccccc1)c1ccccc1 | -3% | 0% | -1.0%
COc1ccc(C(=O)/C=C2\C(=O)Nc3ccc(Br)cc32)cc1 | -29% | 11% | 2.8%
O=c1oc(CCO)cc2ccc(Br)cc12 | 6% | 7% | 0.2% | Dengue-2 NS5 capping pilot replicate=-3.9
O=C(O)CN(CC(=O)O)CC(=O)O | -1% | 5% | 4.2%
CC(C)(C)OC(=O)C[C@H]1C/C=C\C[C@H](CC(=O)N[C@H](CO)Cc2ccccc2)C(=O)N[C@@H](Cc2ccccc2)COC1=O | -5% | 12% | 0.5%
COc1cc(/C=C/C(=O)OCC(=O)N2CCN(S(=O)(=O)c3ccc(C)cc3C)CC2)cc(Cl)c1OC | 0% | 5% | 1.6%[50 µM]
Cc1ccc(C)c(N2CCN(C(=O)CCc3nc(-c4ccccc4F)no3)CC2)c1 | 1% | 9% | 0.0% | Dengue-2 NS5 capping pilot replicate=6.4
O=C1CCC[C@@H]2C[C@@]3(C[C@@H]4CCN1[C@H]24)Nc1cc(Cl)ccc1NC3=NCc1ccccc1 | -12% | 6% | -0.2%
CC=Cc1cc(OC)c2c(c1)C(C)C(c1ccc(O)c(OC)c1)O2 (stereo not given) | -9% | 1% | 0.1%
COCCN(C(=O)COC(=O)CNC(=O)c1ccc(C)cc1)c1c(N)n(Cc2ccccc2)c(=O)[nH]c1=O | 1% | 0% | 0.1%
O=C(NCCCCCCCCNC(=O)c1cccc2ccccc12)c1cccc2ccccc12 | -6% | 9% | -0.1%
CCOC(=O)c1sc(NC(=O)CC2OC(=O)c3ccccc32)nc1C (stereo not given) | 2% | 10% | 1.5%[50 µM]
CNc1nc(Cl)nc2ncn(C)c12 | 13% | 5% | -1.0%

Only part of the results is shown; rates above refer to the full screens.
